STAT3 act = increases IL-6 driven STAT3 reporter signal; U3A cells, IL-6 STAT3-luciferase reporter, luminescence; 100% = signal with IL-6 EC80 alone; activation (% of control), % at 5.6 µM; hit rate 0.91% among 190,000; AID 871;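 active = activation above the screen-wide mean of compound activation plus 3 SD, cut at about 130% in these data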;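 note: 0% = background luminescence of wells with medium and substrate only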
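Test system: Human STAT1-deficient U3A cells with stable STAT3-luciferase reporter | Also added: Interleukin-6, 33 ng/mL | Timing: Compound pre-incubation 1 h before IL-6, then 6 h stimulation at 37 °C | Technique: Luciferase reporter luminescence | Read-out: Percent of IL-6-only median luminescence | Benchmarks: IL-6-only wells as 100% reference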
TLR4 MyD88 comp = blocks binding of human TLR4 to MyD88. hit rate 0.18% among 200,000. inhibition, % at 8.4 µM. HeLa CL3-4 TLR4/MyD88 BLA complementation, FRET ratio. O00206+Q99836. AID 861; in the data active = inhibition above about 25%;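 note: 0% = vehicle and 100% = reference inhibitor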
Target sequence (O00206 whole entry, looked up): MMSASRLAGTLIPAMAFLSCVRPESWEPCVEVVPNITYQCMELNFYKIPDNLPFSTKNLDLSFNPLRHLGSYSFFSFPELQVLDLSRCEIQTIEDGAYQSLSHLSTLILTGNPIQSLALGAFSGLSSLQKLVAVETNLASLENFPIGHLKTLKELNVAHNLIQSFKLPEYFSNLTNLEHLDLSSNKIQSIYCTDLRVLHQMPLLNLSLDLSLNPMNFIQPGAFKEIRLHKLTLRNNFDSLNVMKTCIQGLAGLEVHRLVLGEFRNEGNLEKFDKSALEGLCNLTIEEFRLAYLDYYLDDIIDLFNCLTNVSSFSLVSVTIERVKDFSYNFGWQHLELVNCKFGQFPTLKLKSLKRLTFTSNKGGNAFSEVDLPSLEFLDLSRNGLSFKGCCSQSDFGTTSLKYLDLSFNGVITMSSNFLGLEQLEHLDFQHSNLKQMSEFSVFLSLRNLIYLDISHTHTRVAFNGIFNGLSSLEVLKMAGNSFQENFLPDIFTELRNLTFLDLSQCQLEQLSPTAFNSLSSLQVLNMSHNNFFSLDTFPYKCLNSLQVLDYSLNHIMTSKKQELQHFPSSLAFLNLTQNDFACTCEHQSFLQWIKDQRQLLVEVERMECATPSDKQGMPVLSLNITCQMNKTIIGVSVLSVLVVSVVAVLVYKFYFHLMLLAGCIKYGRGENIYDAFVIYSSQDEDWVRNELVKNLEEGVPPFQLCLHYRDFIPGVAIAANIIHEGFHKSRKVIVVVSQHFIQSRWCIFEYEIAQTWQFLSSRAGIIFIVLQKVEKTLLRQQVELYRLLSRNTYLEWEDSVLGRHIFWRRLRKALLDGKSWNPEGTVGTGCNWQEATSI
Target sequence (Q99836 whole entry, looked up): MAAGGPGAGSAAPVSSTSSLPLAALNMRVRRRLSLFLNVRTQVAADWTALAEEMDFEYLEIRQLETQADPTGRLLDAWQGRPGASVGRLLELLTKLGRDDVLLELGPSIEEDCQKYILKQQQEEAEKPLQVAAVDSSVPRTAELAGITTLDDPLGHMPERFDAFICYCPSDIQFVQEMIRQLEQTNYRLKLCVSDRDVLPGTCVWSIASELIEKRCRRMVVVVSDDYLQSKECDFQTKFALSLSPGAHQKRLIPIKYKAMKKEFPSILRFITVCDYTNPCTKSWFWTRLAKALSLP
STAT3 blocker = reduces IL-6 driven STAT3 reporter signal | U3A cells, IL-6 STAT3-luciferase reporter, luminescence; host cell line lacks STAT1 | inhibition, % at 5.5 µM | AID 862 | hit rate 0.89% among 190,000;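 active = inhibition above the mean inhibition across all screened compounds plus 3 SD, cut at about 44% in these data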;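 note: 0% = DMSO only wells and 100% = 100 µM nifuroxazide control wells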
STAT1 inh = STAT1 signaling inhibition | NIH 3T3 STAT1-luciferase reporter, IFN-gamma, luminescence | inhibition, % at 5.5 µM | hit rate 0.35% among 200,000 | AID 920;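 active = inhibition above a set limit, the mean inhibition across all tested compounds plus 3 SD, cut at about 34% in these data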;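 note: 0% = IFN-gamma with DMSO and 100% = IFN-gamma with 300 µM nifuroxazide; values of inactives mirror those of a sister screen read the other way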
APP transl inh = APP translation inhibition. SH-SY5Y APP 5'UTR-luciferase reporter, luminescence. inhibition, % at 2 µM. hit rate 0.82% among 190,000. AID 1285;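 active = inhibition above a set limit, derived from the sample mean plus 3 SD, cut at about 45% in these data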; note: values of inactives mirror those of a sister screen read the other way
Diaph inh CS = diaphorase inhibition or chemical oxidation counter-screen; diaphorase resazurin-to-resorufin fluorescence, NADH, 16 min; bacterial (C. kluyveri) enzyme, not human; inhibition, % at 20 µM; hit rate 0.69% among 190,000;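 active = primary screen inhibition at 20 µM above a set limit, cut at about 50% in these data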;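 note: plate controls were DMSO with full reaction for no effect and wells lacking NADH for full effect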
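System: Bacterial diaphorase enzyme (C. kluyveri) | Incubation: 16-min room-temperature incubation before reading | Benchmarks: No-NADH positive control and DMSO neutral control | Measured by: Resorufin fluorescence 544/590 nm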
Diaphorase act = diaphorase activation or chemical reduction counter-screen; AID 1229; hit rate 0.005% among 190,000; activation factor at 20 µM; Diaphorase/resazurin coupled assay, resorufin fluorescence, 16 min; hits give high values; 1 = vehicle wells, 0 = NADH-free wells;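 active = diaphorase activity raised at least twofold by the compound at 20 µM; inactive = activation factor below 2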
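Assay system: bacterial diaphorase enzyme (C. kluyveri) / Input: enzyme 0.07 U/mL final / Medium: 50 mM HEPES pH 7.4 with 4.542 mM MgCl2, 0.005% Tween 20 / Doses: single compound dose of 20 µM, 1% DMSO final / Incubation: 16 min enzyme reaction, ambient temperature / Signal: fluorescence, excitation 544 nm and emission 590 nm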
G6PDH counter = L. mesenteroides G6PDH inhibition counter-screen; Purified L. mesenteroides G6PDH, diaphorase/resazurin coupled fluorescence, 45 min; inhibition, % at 5 µM; hit rate 0.12% among 200,000; in the data active = inhibition above about 50%
Hsp70 act = transcriptional activators of Hsp70; activation, % at 10 µM; hit rate 0.04% among 200,000; HeLa Hsp70 promoter luciferase reporter, luminescence; scaled: vehicle 0, proteasome-inhibitor control 100%; AID 1203;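 active = activation above the mean across all tested compounds plus 3 SD, cutoff set per campaign, cut at about 5.5% in these data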;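 note: 100% = MG132 at 30 µM as the positive control and 0% = DMSO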
STAT1 activator = activators of IFN-gamma induced STAT1 signaling; NIH 3T3 STAT1-luciferase reporter, luminescence; 100% = IFN-gamma alone, no compound; activation (% of control), % at 5.5 µM; hit rate 2.6% among 200,000; AID 932;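 active = activation above the screen-wide mean activation plus 3 SD, cut at about 130% in these data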;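 note: raw ratio to IFN-gamma control signal so 100% means no change and 0% no light; values of inactives mirror those of a sister screen read the other way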
Active calls of the source: *. Compounds as they come (roughly 6.1% active in at least one column).

For O=C(Nc1ccc(N2CCN(C(=O)c3ccco3)CC2)c(Cl)c1)c1cccnc1 the results were STAT3 act 88, TLR4 MyD88 comp -10, STAT3 blocker 20, STAT1 inh -5, APP transl inh -17, Diaph inh CS 1, Diaphorase act 1, G6PDH counter 3, Hsp70 act 0.6 and STAT1 activator 102.
For COCC(=O)OCC(=O)Nc1cc([N+](=O)[O-])ccc1Cl the results were STAT3 act 100, TLR4 MyD88 comp 7, STAT3 blocker 10, STAT1 inh -1, APP transl inh -14, Diaph inh CS 2, Diaphorase act 1, G6PDH counter 8, Hsp70 act -0.4 and STAT1 activator 99.
`O=C(O)CCCNC(=O)Nc1ccccc1` gave STAT3 act 94, TLR4 MyD88 comp 4, STAT3 blocker 4, STAT1 inh 2, APP transl inh -3, Diaph inh CS 11, Diaphorase act 0.9, G6PDH counter 18, Hsp70 act -0.3 and STAT1 activator 98.
Screening CCOC(=O)C1CCCN(C/C=C/c2ccccc2[N+](=O)[O-])C1 (centres undefined) returned STAT3 act 103, TLR4 MyD88 comp 7, STAT3 blocker 4, STAT1 inh 1, APP transl inh -20, Diaph inh CS 14, Diaphorase act 0.9, G6PDH counter 0, Hsp70 act -0.3 and STAT1 activator 99.
`COC(=O)NNS(=O)(=O)c1ccc(C)cc1` gave STAT3 act 93, TLR4 MyD88 comp -10, STAT3 blocker 9, STAT1 inh -1, APP transl inh -2, Diaph inh CS 11, Diaphorase act 0.9, G6PDH counter 11, Hsp70 act -0.4 and STAT1 activator 100.
Screening N#Cc1cn(Cc2ccccc2)c(=O)[nH]c1=O returned STAT3 act 102, TLR4 MyD88 comp -1, STAT3 blocker 2, STAT1 inh -3, APP transl inh -2, Diaph inh CS -21, Diaphorase act 1.2, G6PDH counter 11, Hsp70 act -0.3 and STAT1 activator 101.
Screening CC1=CC(C)(C)N2C(=O)C3(SCC(=O)N3c3ccc(F)cc3)c3cc(C)cc1c32 (centres undefined) returned STAT3 act 100, TLR4 MyD88 comp -2, STAT3 blocker 6, STAT1 inh 4, APP transl inh 5, Diaph inh CS 24, Diaphorase act 0.8, G6PDH counter -6, Hsp70 act -0.1 and STAT1 activator 97.
CCc1cccc(CC)c1NC(=S)NCc1nc2ccccc2[nH]1 was read as STAT3 act 104, TLR4 MyD88 comp 2, STAT3 blocker 5, STAT1 inh 4, APP transl inh -3, Diaph inh CS -3, Diaphorase act 1, G6PDH counter 0, Hsp70 act 0.0 and STAT1 activator 96.
Screening CC(C)CCNC1=CC(=O)CC(c2ccccc2)C1 (centres undefined) returned STAT3 act 102, TLR4 MyD88 comp 6, STAT3 blocker 0, STAT1 inh -9, APP transl inh -4, Diaph inh CS -3, Diaphorase act 1, G6PDH counter 2, Hsp70 act -0.4 and STAT1 activator 108.
For COc1ccccc1-n1cccc1C=O the results were STAT3 act 98, TLR4 MyD88 comp -6, STAT3 blocker 4, STAT1 inh -1, APP transl inh 1, Diaph inh CS 1, Diaphorase act 1, G6PDH counter 7, Hsp70 act 0.1 and STAT1 activator 99.
`CN(C)CCNC(=O)c1ccccc1` gave STAT3 act 103, TLR4 MyD88 comp 8, STAT3 blocker 4, STAT1 inh -8, APP transl inh 12, Diaph inh CS 2, Diaphorase act 1, G6PDH counter -2, Hsp70 act -0.4 and STAT1 activator 107.
For O=C(Cc1ccc(-n2cccc2)cc1)NC1CCCCC1 the results were STAT3 act 114, TLR4 MyD88 comp 8, STAT3 blocker -12, STAT1 inh -4, APP transl inh -13, Diaph inh CS 18, Diaphorase act 0.8, G6PDH counter -1, Hsp70 act 0.1 and STAT1 activator 103.
For COc1ccc2oc(C)c(C(=O)NN)c2c1 the results were STAT3 act 101, TLR4 MyD88 comp -4, STAT3 blocker 6, STAT1 inh -3, Diaph inh CS 17, Diaphorase act 0.8, G6PDH counter 14, Hsp70 act -0.5 and STAT1 activator 103.
`C=CCC(Nc1ccccc1)C12C=CC(O1)C(C(=O)OC)=C2C(=O)OC` (centres undefined) gave STAT3 act 88, TLR4 MyD88 comp 10, STAT3 blocker 16, STAT1 inh 25, APP transl inh 8, Diaph inh CS 10, Diaphorase act 0.9, G6PDH counter 5, Hsp70 act -0.3 and STAT1 activator 77.
For COc1ccc(/C=C/C(=O)c2c(O)cc(C)oc2=O)c(OC)c1 the results were STAT3 act 123, TLR4 MyD88 comp 9, STAT3 blocker -28, STAT1 inh -42, APP transl inh -53, Diaph inh CS 0, Diaphorase act 1, G6PDH counter 9, Hsp70 act -0.2 and STAT1 activator 138*.
For Cc1cc(C)n2cc(COc3ccc4ccccc4c3)nc2n1 the results were STAT3 act 90, TLR4 MyD88 comp -1, STAT3 blocker 15, STAT1 inh -86, APP transl inh -146, Diaph inh CS 19, Diaphorase act 0.8, G6PDH counter -4, Hsp70 act -0.1 and STAT1 activator 176*.
Screening CC1(C)Cc2c(sc3nc(-c4cc5ccccc5o4)n(N)c(=O)c23)CO1 returned STAT3 act 107, TLR4 MyD88 comp -13, STAT3 blocker -4, STAT1 inh 7, APP transl inh 5, Diaph inh CS 10, Diaphorase act 0.9, G6PDH counter -2, Hsp70 act 0.2 and STAT1 activator 93.
Screening O=P(COCCOCCOCP(=O)(c1ccccc1)c1ccccc1)(c1ccccc1)c1ccccc1 returned STAT3 act 94, TLR4 MyD88 comp -1, STAT3 blocker 12, STAT1 inh 7, APP transl inh -1, Diaph inh CS 9, Diaphorase act 0.9, G6PDH counter 7, Hsp70 act -0.4 and STAT1 activator 92.
Screening O=C(NCCc1ccccc1)C(c1ccccc1)N(C(=O)c1csnn1)C1CC1 (centres undefined) returned STAT3 act 103, TLR4 MyD88 comp -8, STAT3 blocker -2, STAT1 inh -5, APP transl inh -3, Diaph inh CS 15, Diaphorase act 0.9, G6PDH counter 5, Hsp70 act 0.3 and STAT1 activator 103.
For CCN1CCN(CC(=O)Nc2cc(C)c(C)cc2[N+](=O)[O-])CC1 the results were STAT3 act 98, TLR4 MyD88 comp 0, STAT3 blocker -2, STAT1 inh -6, APP transl inh -16, Diaph inh CS -10, Diaphorase act 1.1, G6PDH counter -2, Hsp70 act -0.3 and STAT1 activator 106.

Entries above that have an NH in an aromatic ring, in the order listed:
Screening N#Cc1cn(Cc2ccccc2)c(=O)[nH]c1=O returned STAT3 act 102, TLR4 MyD88 comp -1, STAT3 blocker 2, STAT1 inh -3, APP transl inh -2, Diaph inh CS -21, Diaphorase act 1.2, G6PDH counter 11, Hsp70 act -0.3 and STAT1 activator 101.
CCc1cccc(CC)c1NC(=S)NCc1nc2ccccc2[nH]1 was read as STAT3 act 104, TLR4 MyD88 comp 2, STAT3 blocker 5, STAT1 inh 4, APP transl inh -3, Diaph inh CS -3, Diaphorase act 1, G6PDH counter 0, Hsp70 act 0.0 and STAT1 activator 96.

Next part
COC(=O)c1ccccc1NC(=O)c1ccc(COc2ccc(C)c(C)c2)o1 was read as STAT3 act 90, TLR4 MyD88 comp -4, STAT3 blocker 16, STAT1 inh 5, APP transl inh 18, Diaph inh CS 13, Diaphorase act 0.9, G6PDH counter 4, Hsp70 act -0.1 and STAT1 activator 96.
Screening O=S(=O)(NCc1ccco1)N1CCOCC1 returned STAT3 act 104, TLR4 MyD88 comp 16, STAT3 blocker -2, STAT1 inh 3, APP transl inh 7, Diaph inh CS 6, Diaphorase act 0.9, G6PDH counter -2, Hsp70 act -0.3 and STAT1 activator 101.
Screening C[C@@H]1CN(C(=O)c2nc3ccc(Cl)cn3c2CNCC[C@@H]2C[C@@H]3C=C[C@H]2C3)C[C@H](C)O1 returned STAT3 act 104, TLR4 MyD88 comp -7, STAT3 blocker 1, STAT1 inh -2, APP transl inh -5, Diaph inh CS 11, Diaphorase act 0.9, G6PDH counter 20, Hsp70 act 0.1 and STAT1 activator 100.
Screening CSc1ncccc1C(=O)OCC(=O)c1cc2ccccc2o1 returned STAT3 act 85, TLR4 MyD88 comp 1, STAT3 blocker 21, STAT1 inh -4, APP transl inh 11, Diaph inh CS 28, Diaphorase act 0.7, G6PDH counter 5, Hsp70 act -0.4 and STAT1 activator 104.
Screening CCOCCCN(C(=O)c1ccco1)C(C(=O)NC1CCCC1)c1cccc(OC)c1OC (centres undefined) returned STAT3 act 113, TLR4 MyD88 comp -4, STAT3 blocker -12, STAT1 inh -5, APP transl inh 10, Diaph inh CS 14, Diaphorase act 0.9, G6PDH counter 6, Hsp70 act 0.1 and STAT1 activator 104.
Screening COc1ccc(/C(N)=N/OC(=O)CCCN2C(=O)c3ccccc3C2=O)cc1OC returned STAT3 act 98, TLR4 MyD88 comp 7, STAT3 blocker 9, STAT1 inh -1, APP transl inh 1, Diaph inh CS 14, Diaphorase act 0.9, G6PDH counter 3, Hsp70 act -0.1 and STAT1 activator 100.
Oc1ccc(Br)cc1-c1cc(-c2ccccc2)n[nH]1 was read as STAT3 act 141*, TLR4 MyD88 comp 21, STAT3 blocker -46, STAT1 inh -4, APP transl inh 3, Diaph inh CS 24, Diaphorase act 0.8, G6PDH counter 7, Hsp70 act -0.1 and STAT1 activator 104.
`CCC(C)NC(=O)c1ccc(C2SCC(=O)N2Cc2ccccc2)cc1` (centres undefined) gave STAT3 act 95, TLR4 MyD88 comp -13, STAT3 blocker 8, STAT1 inh 5, APP transl inh 2, Diaph inh CS 17, Diaphorase act 0.8, G6PDH counter 10, Hsp70 act 0.1 and STAT1 activator 94.
`Cc1cc(C)n(Cc2ccc(NC(=O)c3ccc(COc4ccccc4Br)cc3)cc2)n1` gave STAT3 act 59, TLR4 MyD88 comp -1, STAT3 blocker 52*, STAT1 inh 5, APP transl inh 12, Diaph inh CS 12, Diaphorase act 0.9, G6PDH counter 5, Hsp70 act -0.3 and STAT1 activator 89.
For COc1ccc(OC)c(C2C(C(C)=O)=C(O)C(=O)N2CCC(=O)O)c1 (centres undefined) the results were STAT3 act 111, TLR4 MyD88 comp -1, STAT3 blocker -8, STAT1 inh 0, APP transl inh 9, Diaph inh CS 15, Diaphorase act 0.8, G6PDH counter 2, Hsp70 act 0.0 and STAT1 activator 100.
For COc1ccc(N(CC(=O)NC2CCCCC2)C(=O)CNC(=O)c2ccco2)cc1 the results were STAT3 act 100, TLR4 MyD88 comp -2, STAT3 blocker 3, STAT1 inh 2, APP transl inh -1, Diaph inh CS 7, Diaphorase act 0.9, G6PDH counter 0, Hsp70 act -0.1 and STAT1 activator 99.
`CC(C)C(=O)OC1CCS(=O)(=O)c2sccc21` (centres undefined) gave STAT3 act 102, TLR4 MyD88 comp 16, STAT3 blocker 2, STAT1 inh -4, APP transl inh -18, Diaph inh CS -22, Diaphorase act 1.2, G6PDH counter 9, Hsp70 act 0.0 and STAT1 activator 102.
